NPY1 pot ag = NPY-Y1 receptor potentiators or agonists, primary screen, cell-based; Neuropeptide Y receptor type 1 (Homo sapiens), P25929; activation, % at 3.6 µM; hit rate 0.37% among 220,000; AID 1304, 2008; NPY-Y1 expressing cells, potentiator/agonist activation; in the data active = activation above about 33%, passing the limit was not always enough;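 note: cells stimulated with NPY at EC10 then isoproterenol at EC100; 0% = low agonist plus stimulus and 100% = saturating agonist plus stimulus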
S1P4 antag = S1P4 receptor antagonists, primary screen, cell-based. S1P4-expressing cells, antagonist mode, reporter read-out. inhibition, % at 4.98 µM. hit rate 0.26% among 220,000. AID 1510, 2009; in the data active = inhibition above about 29%;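 note: 0% = wells stimulated with agonist and 100% = vehicle wells without agonist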
Target sequence (O95977 whole entry, looked up): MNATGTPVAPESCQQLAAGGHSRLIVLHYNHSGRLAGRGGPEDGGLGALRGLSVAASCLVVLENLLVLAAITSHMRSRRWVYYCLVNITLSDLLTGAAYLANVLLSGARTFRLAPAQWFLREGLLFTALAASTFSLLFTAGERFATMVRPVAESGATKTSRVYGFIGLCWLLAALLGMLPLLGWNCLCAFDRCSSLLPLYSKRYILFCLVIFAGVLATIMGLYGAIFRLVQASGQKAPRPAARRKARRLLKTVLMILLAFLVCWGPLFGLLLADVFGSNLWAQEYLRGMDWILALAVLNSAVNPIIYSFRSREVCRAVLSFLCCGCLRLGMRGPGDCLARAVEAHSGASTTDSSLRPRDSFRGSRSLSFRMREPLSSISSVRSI
EP2 modulator = EP2 receptor modulators, cAMP readout, primary screen, cell-based, HTRF cAMP, PGE2 stimulation; AID 940, 2007; Prostaglandin E2 receptor EP2 subtype (Homo sapiens), P43116; induction, % at 25 µM; EP2-expressing cells, cAMP HTRF FRET, PGE2 co-stimulation; hit rate 0.83% among 260,000;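 active = compounds whose cAMP rise, as percent of the full-agonist control response, exceeds 60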;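 note: rat C6 glioma line stably carrying human EP2 under a CMV promoter; the protocol text gives 20 µM as final concentration; 100% = response of wells given 1 µM PGE2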
Target sequence (P43116 whole entry, looked up): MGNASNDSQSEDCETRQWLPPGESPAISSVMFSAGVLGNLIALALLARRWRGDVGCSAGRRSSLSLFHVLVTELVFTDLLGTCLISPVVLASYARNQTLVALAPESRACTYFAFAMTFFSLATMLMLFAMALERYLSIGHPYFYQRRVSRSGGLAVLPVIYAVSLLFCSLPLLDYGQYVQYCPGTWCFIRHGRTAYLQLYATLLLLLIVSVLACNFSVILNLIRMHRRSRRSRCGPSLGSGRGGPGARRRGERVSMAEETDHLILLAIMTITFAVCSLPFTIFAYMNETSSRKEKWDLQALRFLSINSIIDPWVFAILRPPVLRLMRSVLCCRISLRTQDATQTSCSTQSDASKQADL
NPY-Y2 PAM-ag = NPY-Y2 potentiators or agonists, primary screen, cell-based; hit rate 0.45% among 220,000; cells expressing NPY-Y2, potentiator/agonist read-out; Neuropeptide Y receptor type 2 (Homo sapiens), P49146; activation, % at 3.6 µM; in the data active = activation above about 27%;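 note: cells stimulated with NPY near EC25 plus isoproterenol at EC100; 0% = vehicle plus submaximal agonist and 100% = vehicle plus saturating agonist; some results beyond the cut were filed as inactive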
NPY-Y1 antag = NPY-Y1 receptor antagonists, primary screen, cell-based; inhibition, % at 3.6 µM; AID 1040, 2008; Neuropeptide Y receptor type 1 (Homo sapiens), P25929; hit rate 1% among 200,000; HEK293-CNG Y1 cells, membrane potential fluorescence; NPY at EC95, then isoproterenol;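 active = inhibition above the campaign mean inhibition of all tested compounds plus 3 SD, cut at about 20% in these data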;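 note: 0% = DMSO wells given NPY plus isoproterenol and 100% = isoproterenol alone without NPY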
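Test system – HEK293 Y1/CNG channel cell line · Also added – NPY agonist 25 nM, then isoproterenol 1 µM plus Ro 20-1724 25 µM · Compound dosing – one concentration, 3.6 µM, in 0.4% DMSO · Schedule – compound incubation 1 h at room temperature, readout 45 min post-stimulation · Technique – fluorescence, membrane potential probe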
p97 ATPase inh = inhibitors of human p97 ATPase, primary screen, biochemical; hit rate 0.42% among 220,000; Transitional endoplasmic reticulum ATPase (Homo sapiens), P55072; recombinant p97 ATPase, Kinase-Glo ATP luminescence, 3 h; inhibition, % at 8 µM; AID 1481, 2009; in the data active = inhibition above about 15%;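 note: 0% = DMSO vehicle and 100% = wells lacking enzyme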
eIF4E 4G PPI = eIF4E–eIF4G protein interaction inhibitors, primary screen, biochemical, uHTS, TR-FRET, eIF4GI fragment. Eukaryotic translation initiation factor 4E (Mus musculus) + Eukaryotic translation …. TR-FRET eIF4E-eIF4GI(517-606) binding, 2 h. inhibition, % at 21.7 µM. hit rate 0.37% among 220,000. AID 782, 2007;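 active = inhibition above about 30%, limit read from the data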;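 note: 0% = full FRET control wells and 100% = background wells lacking eIF4GI fragment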
S1P4 ag = S1P4 receptor agonists, primary screen, cell-based. S1P4-expressing cell line, agonist reporter assay. hit rate 0.35% among 220,000. Sphingosine 1-phosphate receptor 4 (Homo sapiens), O95977. activation, % at 4.98 µM; in the data active = activation above about 11%;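 note: 0% = DMSO vehicle and 100% = reference agonist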
EP2 antag = human EP2 receptor antagonists, primary screen, TR-FRET cAMP, C6 glioma cells; C6 glioma cells expressing human EP2; cells stimulated with saturating PGE2; inhibition, % at 25 µM; hit rate 0.52% among 260,000; AID 1422, 2008;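 active = percent inhibition above 40 after rounding to a whole number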;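 note: rat C6 glioma host cells with rolipram phosphodiesterase inhibitor present; the protocol text gives 20 µM as final concentration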
* marks the source's active call; other numbers are inactive results; nt = not tested or not shown; & = joins results of further samples; [ ] = remark or other dose.

SMILES | NPY1 pot ag | S1P4 antag | EP2 modulator | NPY-Y2 PAM-ag | NPY-Y1 antag | p97 ATPase inh | eIF4E 4G PPI | S1P4 ag | EP2 antag
Cn1c(Cn2c(=O)sc3ccccc32)nnc1SCC(=O)NCCc1ccccc1 | 11 | 4 | 1 | -3 | 8 | 2 | 6[fluorescence artefact?] | 0.7 | 2
COc1cc(NC(=O)NCc2ccncc2)cc(OC)c1OC | -5 | -12 | 30 | -7 | -1 | -4 | 5[fluorescence artefact?] | -0.1 | 7
Cc1ccc(-c2nnc(SCC(=O)Nc3nc4c(s3)CCCC4)n2C)cc1 | 10 | 16 | -14&-55 | 2 | 13 | 5 | nt | 0.7 | 8&10
O=C(CSc1nnc2ccccn12)c1ccc(Cl)cc1 | -23 | -9 | 4 | 3 | 2 | 0 | 1 | -0.1 | 6
CCOc1ccccc1NC(=S)Nc1ccccc1F | -29 | -6 | 4 | -12 | 7 | 3 | -1 | -0.6 | 16
CC(C)Nc1nc(Oc2cccc(Cl)c2Cl)cc(C(F)(F)F)n1 | -23 | 0 | 45 | 9 | 15 | -5 | -1 | -1.4 | nt
N=C1/C(=C/c2cccn2CCOc2ccccc2)C(=O)N=C2SC=C(c3ccccc3)N12 | -4 | -20 | 23 | -1 | 0 | 3 | 3 | 2.1 | 7
O=C(CCc1ccccc1)NC(c1cccs1)c1cc(Cl)c2cccnc2c1O (stereo unspecified) | 8 | 2 | 22 | -4 | 4 | 19* | -1 | -0.1 | 5
O=c1cc(CN2CCc3ccccc3C2)nc2sccn12 | 5 | -10 | -21 | -8 | -1 | 5 | 3 | -0.7 | 3
O=[N+]([O-])c1cc(Br)c(OCc2nnc(-c3ccccc3)o2)c(Br)c1 | -6 | 16 | -42 | 4 | 1 | 2 | -4 | -0.5 | 4
NC(=S)N/N=C/c1coc2ccc(F)cc2c1=O | -4 | -1 | -17 | -3 | nt | 0 | 1 | 36* | 9
CCS(=O)(=O)c1c([N+](=O)[O-])ncn1C | -24 | 3 | 9 | -7 | 4 | 1 | 0 | 1.1 | 12
CCn1cc(C(=O)N2CCc3ccccc32)c(=O)c2cc(S(=O)(=O)N3CCOCC3)ccc21 | 3 | 4 | -9 | 11 | -5 | 3 | 11 | -1.9 | nt
O=C(/C=C/c1ccccc1)NCC1(c2ccccc2)CCOCC1 | -3 | 5 | -5 | -14 | nt | 2 | -14 | -0.8 | 8
O=C(/C=C/c1ccccc1)OCCCCN=C1NS(=O)(=O)c2ccccc21 | 6 | -22 | -41 | -3 | 0 | 1 | -3 | 0.3 | 3
Cc1ccc2[nH]c3c(=O)n(Cc4ccco4)cnc3c2c1 | 14 | -15 | -41 | -8 | nt | 0 | 0 | 1.6 | 8
Cc1cc(SCC(=O)Nc2ccccc2)n2ncc(-c3ccccc3)c2n1 | 13 | 7 | -2 | 12 | nt | 9 | -2 | -1.3 | 17
COC(=O)CC1=C(C(=O)OC)C(c2cccc(OCC(N)=O)c2)C(C#N)=C(N)O1 (stereo unspecified) | 13 | -16 | -3 | 18 | -3 | 1 | 2 | -0.3 | 9
CCC(C)(c1ccc(C=O)s1)c1ccc(C=O)s1 | 14 | -3 | 56 | -8 | -3 | 0 | 3[fluorescence artefact?] | -5.5 | 5
N/C(=N\OC(=O)Cc1ccc([N+](=O)[O-])cc1)c1ccccn1 | 7 | 1 | -1 | -4 | 5 | 6 | -5 | 15* | 10
COc1ccccc1C1CCN(c2ccc(CO)cc2[N+](=O)[O-])CC1 | 27 | 6 | -2 | -3 | nt | -1 | 2 | 0.0 | 12
O=C(CC1Nc2c3ccccc3nc(=S)n2C1=O)NC1CCCCC1 (stereo unspecified) | -6 | -1 | 21 | 6 | 3 | 1 | -1 | 0.9 | 6
C=CCN(C(=O)CCC(=O)Nc1cc(C)on1)C(C(=O)NC1CCCC1)c1cccnc1 (stereo unspecified) | 10 | -12 | -2 | -1 | -1 | -8 | 1 | 0.7 | 14
CN(CCC1CCOCC1)Cc1cn[nH]c1-c1ccc(-c2ccccc2)cc1 | -19 | -18 | -58 | -18 | 7 | -4 | 0 | 2.1 | 11
O=C(N/N=C/c1ccncc1)NC1CCCCC1 | 12 | -2 | -1 | 0 | 7 | 3 | 2 | -0.1 | 11
Cc1ccc2c(C(=O)CN3CCCCC3CCO)c(C)[nH]c2c1 (stereo unspecified) | -21 | -8 | -2 | -7 | -2 | 7 | 4[fluorescence artefact?] | 0.6 | 11
COc1ccc([N+](=O)[O-])cc1/C=N/NC(=O)CNC(=O)C(c1ccccc1)c1ccccc1 | 1 | 6 | 7 | 2 | 17 | 6 | -4 | 5.0 | 7
Cc1cccc(OCc2ccc(C(=O)Nc3ccc(F)cc3)cc2)c1 | -9 | -13 | -1 | -8 | -2 | 4 | -4 | -0.1 | 9
O=C(NN=C1C2CC3CC(C2)CC1C3)c1ccncc1 | -7 | -3 | 2 | 0 | -5 | -1 | -10[fluorescence artefact?] | 1.1 | 17
C=C(C)CN(CC)C(=O)CSc1nc2ncc(Cl)cc2[nH]1 | -2 | 3 | 31 | 3 | 2 | 5 | -2 | 0.1 | nt

An excerpt taken from the entries so far:
SMILES | NPY1 pot ag | S1P4 antag | EP2 modulator | NPY-Y2 PAM-ag | NPY-Y1 antag | p97 ATPase inh | eIF4E 4G PPI | S1P4 ag | EP2 antag
Cc1ccc2[nH]c3c(=O)n(Cc4ccco4)cnc3c2c1 | 14 | -15 | -41 | -8 | nt | 0 | 0 | 1.6 | 8
Cc1cc(SCC(=O)Nc2ccccc2)n2ncc(-c3ccccc3)c2n1 | 13 | 7 | -2 | 12 | nt | 9 | -2 | -1.3 | 17
COC(=O)CC1=C(C(=O)OC)C(c2cccc(OCC(N)=O)c2)C(C#N)=C(N)O1 (stereo unspecified) | 13 | -16 | -3 | 18 | -3 | 1 | 2 | -0.3 | 9
CCC(C)(c1ccc(C=O)s1)c1ccc(C=O)s1 | 14 | -3 | 56 | -8 | -3 | 0 | 3[fluorescence artefact?] | -5.5 | 5
N/C(=N\OC(=O)Cc1ccc([N+](=O)[O-])cc1)c1ccccn1 | 7 | 1 | -1 | -4 | 5 | 6 | -5 | 15* | 10
COc1ccccc1C1CCN(c2ccc(CO)cc2[N+](=O)[O-])CC1 | 27 | 6 | -2 | -3 | nt | -1 | 2 | 0.0 | 12
O=C(CC1Nc2c3ccccc3nc(=S)n2C1=O)NC1CCCCC1 (stereo unspecified) | -6 | -1 | 21 | 6 | 3 | 1 | -1 | 0.9 | 6
C=CCN(C(=O)CCC(=O)Nc1cc(C)on1)C(C(=O)NC1CCCC1)c1cccnc1 (stereo unspecified) | 10 | -12 | -2 | -1 | -1 | -8 | 1 | 0.7 | 14
CN(CCC1CCOCC1)Cc1cn[nH]c1-c1ccc(-c2ccccc2)cc1 | -19 | -18 | -58 | -18 | 7 | -4 | 0 | 2.1 | 11
O=C(N/N=C/c1ccncc1)NC1CCCCC1 | 12 | -2 | -1 | 0 | 7 | 3 | 2 | -0.1 | 11

Next section.
SMILES | NPY1 pot ag | S1P4 antag | EP2 modulator | NPY-Y2 PAM-ag | NPY-Y1 antag | p97 ATPase inh | eIF4E 4G PPI | S1P4 ag | EP2 antag
O=C(c1cc2c(s1)CCCC2)N1CCN(S(=O)(=O)c2ccccc2C(F)(F)F)CC1 | -13 | 10 | -84 | -11 | 15 | 1 | 1 | -3.4 | 9
CCC(NC(=O)CCl)c1ccc(C)cc1 (stereo unspecified) | 10 | -1 | 1 | -2 | 3 | -2 | 2 | 0.8 | 9
COc1ccc(CC(=O)NNC(=S)Nc2ccccc2)cc1Cl | -10 | 0 | -15 | 9 | 0 | -1 | -4 | 0.3 | 6
O=C(O)CC1(CC(=O)Nc2ccc3ccccc3n2)CCCCC1 | -5 | -6 | 17 | -23 | nt | 7 | 3 | 0.0 | 10
O=C(CCn1c(=O)oc2ccccc21)N1CCc2ccccc21 | 5 | -3 | 17 | -12 | 4 | 3 | -1 | -2.1 | 11
Cc1c(-c2ccc(Cl)cc2)oc(=O)c2c(N)n(-c3ccccc3)nc12 | 9 | -25 | -6 | -6 | -13 | 1 | -2 | -0.5 | 10
Cc1ccc(NC(=O)Nc2nc3ccccc3s2)cc1NC(=O)Nc1nc2ccccc2s1 | 19 | 4 | 13 | 15 | nt | 6 | 0 | 1.9 | 8
CC(=O)c1cnc2nc(C)nn2c1C | 19 | 4 | 17 | 6 | 1 | 3 | 3[fluorescence artefact?] | 3.2 | 4
Nc1c(Cl)cc(Cl)cc1C(=O)OCC(=O)N1CCCC1 | 17 | -5 | -34 | 14 | -1 | 3 | -2 | 0.9 | 4
COc1ccc(NC(=O)CSC2=C(C#N)C(c3ccco3)C(C(=O)Nc3nc4ccccc4s3)=C(C)N2)cc1 (stereo unspecified) | 13 | 0 | nt | -11 | -10 | 4 | nt | 2.4 | 8
CC(Oc1ccc(F)cc1)c1ccnc2nc(/N=C/N(C)C)nn12 (stereo unspecified) | 11 | -12 | 18 | 10 | 2 | 4 | 1 | -0.6 | 4
Nc1nc(Nc2ccccc2)nc2ccccc12 | 73* | 5 | -21 | 68* | -9 | -21 | -5 | -0.4 | 7
CC(=O)c1c(C)[nH]c(C(=O)Nc2cccc(S(=O)(=O)N(C)C)c2)c1C | 6 | -17 | -35 | 4 | -4 | 5 | 3 | 0.9 | 10
CCOC(=O)c1ccc[n+](CC(=O)c2ccc(OC)cc2)c1 | 18 | -7 | 17 | 10 | 2 | 2 | 23[fluorescence artefact?] | -0.9 | 3
Cc1nnc(SC(C)C(=O)Nc2ccc(Cl)cn2)n1Cc1ccccc1 (stereo unspecified) | -3 | -31 | 5 | 1 | 7 | -4 | -4 | 1.5 | 3
COc1ccc(N2CC(C(=O)Nc3nnc(SCC(=O)NC(C)(C)C)s3)CC2=O)cc1 (stereo unspecified) | 10 | 9 | -2 | -3 | 4 | 5 | 7 | -0.3 | 7
CCOC(=O)C1CCCN(C(=O)c2ccc(C)cc2O)C1 (stereo unspecified) | -6 | 12 | 66* | 19 | 3 | 2 | 5[fluorescence artefact?] | 2.0 | 5
Cc1cc(C)cc(N(CC(=O)NC2CCCC2)C(=O)C2(C)CC(=O)N=C3C=CC=CN32)c1 (stereo unspecified) | -10 | 0 | 18 | 3 | 0 | 4 | 4 | 2.3 | 3

Looked up above:
Result of CC(=O)c1cnc2nc(C)nn2c1C in eIF4E 4G PPI: 3[fluorescence artefact?]
Result of CCOC(=O)C1CCCN(C(=O)c2ccc(C)cc2O)C1 (stereo unspecified) in NPY-Y1 antag: 3

High-throughput results: PubChem BioAssay, several laboratories

A portion of the library, so the mix of outcomes need not match the whole.
